Compound activity: PubChem, several laboratories
DYRK1A inh = blocks rat Dyrk1A kinase activity; ADP-Glo luminescence, NFATc1 peptide; inhibition, % at 12.5 µM; actives 0.43% (n = 310,000); in the data active = inhibition above about 50%;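 also: plate controls were vehicle with enzyme for no effect and no enzyme for full effect; many of its hits are not listed in these tables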
TRPC4 PAM = TRPC4 (mouse) allosteric potentiation | AID 2227 | actives 0.42% (n = 310,000) | Q9QUQ5 | B-score at 10 µM | HEK293 TRPC4beta/mu-opioid, DAMGO EC20, Fluo-4 Ca2+ flux; hits give high values;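 active = B-score of calcium response area above 5 SD of library B-scores, with initial fluorescence ratio within 5 SD of library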;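 also: B-score of integrated fluorescence ratio over time as area under calcium response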
KCNK3 inh = human KCNK3 channel inhibition, primary screen; actives 0.84% (n = 340,000); CHO-KCNK3 thallium flux, FluxOR fluorescence; hits give low values; B-score at 10 µM;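 active = B-score under library mean minus 4 SD, starting fluorescence ratio at most library mean plus 5 SD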;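 also: more negative B-score means stronger inhibition of thallium flux through KCNK3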
HDAC3 inhib = inhibitors of human histone deacetylase 3; AID 2718; O15379; recombinant HDAC3, fluorogenic peptide/trypsin coupled, fluorescence; inhibition, % at 8.3 µM; actives 0.15% (n = 320,000); in the data active = inhibition above about 26%, passing the limit was not always enough
Target sequence (O15379 whole entry, looked up): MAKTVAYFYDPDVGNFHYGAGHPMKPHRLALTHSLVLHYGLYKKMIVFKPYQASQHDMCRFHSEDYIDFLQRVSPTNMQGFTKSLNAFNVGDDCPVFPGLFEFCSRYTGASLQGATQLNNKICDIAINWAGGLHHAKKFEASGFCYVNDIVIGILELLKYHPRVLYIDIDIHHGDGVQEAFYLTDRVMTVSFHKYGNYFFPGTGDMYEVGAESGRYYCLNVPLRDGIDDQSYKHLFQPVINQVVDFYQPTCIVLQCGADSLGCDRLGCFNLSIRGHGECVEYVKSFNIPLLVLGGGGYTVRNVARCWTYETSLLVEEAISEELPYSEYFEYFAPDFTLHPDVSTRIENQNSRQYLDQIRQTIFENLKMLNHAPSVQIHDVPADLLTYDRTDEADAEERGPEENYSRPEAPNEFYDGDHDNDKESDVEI
TRPC4 act = activators of mouse TRPC4 channel; HEK293 TRPC4beta/mu-opioid, Fluo4 calcium fluorescence; hits give high values; B-score at 10 µM; actives 0.49% (n = 310,000);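 active = B-score above 5 SD of library B-scores, and initial fluorescence ratio not above library mean plus 5 SD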;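 also: positive B-score marks a calcium rise read as TRPC4 activation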
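system = HEK293 cells stably co-expressing mouse TRPC4beta and mu-opioid receptor | schedule = Fluo4 dye loading 45 min at room temperature, 110 s recording | measure = B-scored integrated calcium fluorescence ratio | signal = Fluo4 calcium-sensitive dye fluorescence, kinetic, 1 Hz baseline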
KCNQ1 act = human KCNQ1 channel potentiation or activation | CHO-K1 KCNQ1, thallium flux FluxOR fluorescence; hits give high values | B-score at 10 µM | actives 0.35% (n = 310,000);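 active = fluorescence ratio B-score, a plate-corrected score, at least three library SD, with initial intensity B-score within 5 SD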
Target sequence (P51787 whole entry, looked up): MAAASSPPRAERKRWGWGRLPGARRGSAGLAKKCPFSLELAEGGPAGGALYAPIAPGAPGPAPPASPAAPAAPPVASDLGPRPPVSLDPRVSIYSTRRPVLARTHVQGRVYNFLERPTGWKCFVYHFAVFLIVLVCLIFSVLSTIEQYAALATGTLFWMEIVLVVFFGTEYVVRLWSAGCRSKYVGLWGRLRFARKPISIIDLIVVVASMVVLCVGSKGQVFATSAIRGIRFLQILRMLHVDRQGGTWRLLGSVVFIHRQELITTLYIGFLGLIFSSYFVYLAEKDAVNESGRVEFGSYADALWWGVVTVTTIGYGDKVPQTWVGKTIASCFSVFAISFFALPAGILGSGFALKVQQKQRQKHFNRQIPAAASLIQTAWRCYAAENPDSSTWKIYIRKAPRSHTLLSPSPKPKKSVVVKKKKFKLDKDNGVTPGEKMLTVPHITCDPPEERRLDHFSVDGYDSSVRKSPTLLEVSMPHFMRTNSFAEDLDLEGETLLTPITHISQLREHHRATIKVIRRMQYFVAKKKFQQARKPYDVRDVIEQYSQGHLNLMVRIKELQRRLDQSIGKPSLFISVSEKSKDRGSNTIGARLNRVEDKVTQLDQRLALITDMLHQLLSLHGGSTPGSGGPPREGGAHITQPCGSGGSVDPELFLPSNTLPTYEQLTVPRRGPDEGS
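Medium – assay buffer, equal DMSO in all wells · Material – CHO-K1 cell line with stable KCNQ1 potassium channel expression · Signal – kinetic FluxOR thallium fluorescence, 10-s 1-Hz baseline, 110-s post-stimulus read · Compound – single concentration per compound, DMSO matched to controls · Schedule – 37 °C overnight plating, 90-min dark dye load, 20-min compound pretreatment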
TMEM16A inh = blocks the mouse calcium-activated chloride channel TMEM16A; Q8BHY3; AID 588511; HEK293 TMEM16A/YFP iodide influx fluorescence, ionomycin; actives 1.2% (n = 310,000); normalized B-score (activity score, 25-100; higher = stronger inhibition) at 10 µM;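 active = ratio plate-corrected score three or more library SD toward inhibition, starting fluorescence score within five deviations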;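 also: score derived from kinetic fluorescence span divided by baseline fluorescence per well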
hERG rescue = shields human hERG channel from block by proarrhythmic agents; actives 0.51% (n = 310,000); Q12809; activation (rescue from dofetilide block), less the hit threshold, % at 10 µM; CHO-hERG, FluxOR thallium flux, dofetilide IC70 present;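 active = activation above the mean of controls blocked by dofetilide plus 5 SD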;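 also: thallium influx through hERG after potassium depolarization seen as dye fluorescence rise; in these data hits start at about 4.7%; inactives centre near -7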
KCNQ1 block = blocks the human KCNQ1 potassium channel. CHO-K1 KCNQ1, FluxOR thallium flux fluorescence; hits give high values. B-score at 10 µM. actives 1.3% (n = 310,000). P51787;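 active = compounds whose thallium flux B-score, printed positive for inhibition, exceeds three library SD while starting fluorescence stays within three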;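 also: channel opened by potassium depolarization with thallium stimulus after 20 min compound exposure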
KCNK9 block = blocks the human KCNK9 two-pore domain potassium channel | actives 1.2% (n = 310,000) | AID 488922 | Q9NPC2 | HEK293 KCNK9, FluxOR thallium flux fluorescence; hits give low values | B-score at 10 µM;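 active = ratio B-score over 3 SD below the library mean, with starting fluorescence within 5 SD of its mean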;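 also: negative B-score means less thallium flux so channel inhibition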
TMEM16A act = mouse TMEM16A channel activation, primary screen; Q8BHY3; HEK293 TMEM16A/YFP-H148Q/I152L, iodide quench fluorescence; hits give low values; B-score at 10 µM; actives 0.3% (n = 340,000); AID 623877;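 active = fluorescence-ratio B-score plate-corrected deviation score at least 3 library SD below zero, with starting fluorescence score within 5 deviations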;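 also: channel opened by trigger with iodide after compound preincubation; score built on the fluorescence ratio of max minus min over baseline; more negative score means more quench and so TMEM16A activation or potentiation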
Numbers without * were called inactive.

Results for CCCCCCn1c(N(CC)CC)nc2c1c(=O)[nH]c(=O)n2C ?
DYRK1A inh: 1; TRPC4 PAM: inactive; KCNK3 inh: inactive; HDAC3 inhib: 3; TRPC4 act: inactive; KCNQ1 act: inactive; TMEM16A inh: inactive; hERG rescue: -11; KCNQ1 block: inactive; KCNK9 block: inactive; TMEM16A act: inactive

What do the screens show for `NC(=O)c1nc(-c2ccco2)nc2c1[nH]c(=O)n2-c1ccc(Cl)c(Cl)c1`?
DYRK1A inh: -6; TRPC4 PAM: inactive; KCNK3 inh: inactive; HDAC3 inhib: 0; TRPC4 act: inactive; KCNQ1 act: inactive; TMEM16A inh: inactive; hERG rescue: -13; KCNQ1 block: inactive; KCNK9 block: inactive; TMEM16A act: inactive

What do the screens show for `O=C(Nc1ccc2c(c1)OCCO2)c1cccc(Br)c1`?
TRPC4 PAM: inactive; KCNK3 inh: inactive; HDAC3 inhib: -5; TRPC4 act: inactive; KCNQ1 act: inactive; TMEM16A inh: inactive; hERG rescue: -5; KCNQ1 block: inactive; KCNK9 block: inactive; TMEM16A act: inactive

Results for O=C(CCCCCN1C(=O)c2ccccc2C1=O)Nc1ccccc1F ?
DYRK1A inh: -8; TRPC4 PAM: inactive; KCNK3 inh: inactive; HDAC3 inhib: 3; TRPC4 act: inactive; KCNQ1 act: inactive; TMEM16A inh: inactive; hERG rescue: -6; KCNQ1 block: inactive; KCNK9 block: inactive; TMEM16A act: inactive

What do the screens show for `Cc1ccc(C)c(NC(=S)N2CCC(NC(=O)c3ccc(F)cc3)CC2)c1`?
DYRK1A inh: -9; TRPC4 PAM: inactive; KCNK3 inh: inactive; HDAC3 inhib: 3; TRPC4 act: inactive; KCNQ1 act: inactive; TMEM16A inh: inactive; hERG rescue: -2; KCNQ1 block: inactive; KCNK9 block: inactive; TMEM16A act: inactive

What do the screens show for `O=C(c1ccc(Cl)cc1Cl)N1CCc2ccccc21`?
DYRK1A inh: -7; TRPC4 PAM: inactive; KCNK3 inh: inactive; HDAC3 inhib: 1; TRPC4 act: inactive; KCNQ1 act: inactive; TMEM16A inh: inactive; hERG rescue: -5; KCNQ1 block: inactive; KCNK9 block: inactive; TMEM16A act: inactive

Results for COC(=O)c1ccc(/C=N/NC(=O)CNc2cccc(C)c2)cc1 ?
DYRK1A inh: 2; TRPC4 PAM: inactive; KCNK3 inh: inactive; HDAC3 inhib: -1; TRPC4 act: inactive; KCNQ1 act: inactive; TMEM16A inh: inactive; hERG rescue: -6; KCNQ1 block: inactive; KCNK9 block: inactive; TMEM16A act: inactive

Results for COc1ccc(S(N)(=O)=O)cc1C(=O)N1CCCC1 ?
DYRK1A inh: 0; TRPC4 PAM: inactive; KCNK3 inh: inactive; HDAC3 inhib: 8; TRPC4 act: inactive; KCNQ1 act: inactive; TMEM16A inh: inactive; hERG rescue: -12; KCNQ1 block: inactive; KCNK9 block: inactive; TMEM16A act: inactive

Results for Cc1ccc(-c2noc(CSc3nnc(-c4ccccc4)n3C)n2)cc1 ?
DYRK1A inh: -1; TRPC4 PAM: inactive; KCNK3 inh: inactive; HDAC3 inhib: -8; TRPC4 act: inactive; KCNQ1 act: inactive; TMEM16A inh: inactive; hERG rescue: -15; KCNQ1 block: inactive; KCNK9 block: inactive; TMEM16A act: inactive

What do the screens show for `Cc1ccc(NC(=O)N2Cc3ccccc3CC2C(=O)NC(C)(C)C)cc1` (configuration not stated)?
DYRK1A inh: 11; TRPC4 PAM: inactive; KCNK3 inh: inactive; HDAC3 inhib: -1; TRPC4 act: inactive; KCNQ1 act: inactive; TMEM16A inh: inactive; hERG rescue: -7; KCNQ1 block: inactive; KCNK9 block: inactive; TMEM16A act: inactive

How did CC(C)Cc1ccc(CN2CCCC(NC(=O)CCN3CCCO3)C2)cc1 (configuration not stated) do in these assays?
DYRK1A inh: 0; TRPC4 PAM: inactive; KCNK3 inh: inactive; HDAC3 inhib: 0; TRPC4 act: inactive; KCNQ1 act: inactive; TMEM16A inh: inactive; hERG rescue: -9; KCNQ1 block: inactive; KCNK9 block: inactive; TMEM16A act: inactive

What do the screens show for `COc1ccc(Cl)cc1NC(=O)CSc1nnc(CNC(=O)c2cccs2)o1`?
DYRK1A inh: 2; TRPC4 PAM: inactive; KCNK3 inh: inactive; HDAC3 inhib: -4; TRPC4 act: inactive; KCNQ1 act: inactive; TMEM16A inh: inactive; hERG rescue: -10; KCNQ1 block: inactive; KCNK9 block: inactive; TMEM16A act: inactive

Results for O=C(CSc1ccccc1)Nc1ccc(S(=O)(=O)NCC2CCCO2)cc1 (configuration not stated) ?
DYRK1A inh: -1; TRPC4 PAM: inactive; KCNK3 inh: inactive; HDAC3 inhib: -1; TRPC4 act: inactive; KCNQ1 act: inactive; TMEM16A inh: inactive; hERG rescue: -3; KCNQ1 block: inactive; KCNK9 block: inactive; TMEM16A act: inactive

How did O=C(Nc1nncs1)c1cccc(S(=O)(=O)N2CCOCC2)c1 do in these assays?
DYRK1A inh: 1; TRPC4 PAM: inactive; KCNK3 inh: inactive; HDAC3 inhib: 0; TRPC4 act: inactive; KCNQ1 act: inactive; TMEM16A inh: inactive; hERG rescue: -8; KCNQ1 block: inactive; KCNK9 block: inactive; TMEM16A act: inactive

What do the screens show for `CCn1c(SCC(=O)N(C)CC(=O)Nc2cccc(OC)c2)nnc1-c1ccco1`?
DYRK1A inh: 14; TRPC4 PAM: inactive; KCNK3 inh: inactive; HDAC3 inhib: 2; TRPC4 act: inactive; KCNQ1 act: inactive; TMEM16A inh: inactive; hERG rescue: -14; KCNQ1 block: inactive; KCNK9 block: inactive; TMEM16A act: inactive

How did C[C@@H](CC#N)CN1CC[C@H](C(C)(C)C)CCC1=O do in these assays?
DYRK1A inh: 4; TRPC4 PAM: inactive; KCNK3 inh: inactive; HDAC3 inhib: 3; TRPC4 act: inactive; KCNQ1 act: inactive; TMEM16A inh: inactive; hERG rescue: 5.0*; KCNQ1 block: inactive; KCNK9 block: inactive; TMEM16A act: inactive

How did Cn1c(=O)c(=O)n(C)c2cc(S(=O)(=O)N3CCN(c4ccccc4F)CC3)ccc21 do in these assays?
DYRK1A inh: -2; TRPC4 PAM: inactive; KCNK3 inh: inactive; HDAC3 inhib: -8; TRPC4 act: inactive; KCNQ1 act: inactive; TMEM16A inh: inactive; hERG rescue: -12; KCNQ1 block: inactive; KCNK9 block: inactive; TMEM16A act: inactive

What do the screens show for `O=S(=O)(CC(O)COc1ccccc1Cl)c1ccccc1` (configuration not stated)?
DYRK1A inh: 0; TRPC4 PAM: inactive; KCNK3 inh: inactive; HDAC3 inhib: 10; TRPC4 act: inactive; KCNQ1 act: inactive; TMEM16A inh: inactive; hERG rescue: -4; KCNQ1 block: inactive; KCNK9 block: inactive; TMEM16A act: inactive

How did COC(=O)c1c(NC(=O)CN2CCN(c3ccccc3OC)CC2)c2cc(C)ccc2n1C do in these assays?
DYRK1A inh: -1; TRPC4 PAM: inactive; KCNK3 inh: inactive; HDAC3 inhib: -5; TRPC4 act: inactive; KCNQ1 act: inactive; TMEM16A inh: inactive; hERG rescue: -15; KCNQ1 block: inactive; KCNK9 block: inactive; TMEM16A act: inactive

How did CCN(CC)S(=O)(=O)c1ccc(C(C)NC(=O)Cc2c[nH]c3ccccc23)cc1 (configuration not stated) do in these assays?
DYRK1A inh: 4; TRPC4 PAM: inactive; KCNK3 inh: inactive; HDAC3 inhib: -4; TRPC4 act: inactive; KCNQ1 act: inactive; TMEM16A inh: inactive; hERG rescue: -14; KCNQ1 block: inactive; KCNK9 block: inactive; TMEM16A act: inactive

How did Cc1cc(=O)n2c(n1)NC(=NCc1ccccc1)NC2c1ccccc1 (configuration not stated) do in these assays?
TRPC4 PAM: inactive; KCNK3 inh: inactive; HDAC3 inhib: 7; TRPC4 act: inactive; KCNQ1 act: inactive; TMEM16A inh: inactive; hERG rescue: -8; KCNQ1 block: inactive; KCNK9 block: inactive; TMEM16A act: inactive

Results for CCCC(=O)Nc1nnc(SCC(=O)Nc2nc(C)cs2)s1 ?
TRPC4 PAM: inactive; KCNK3 inh: inactive; HDAC3 inhib: -2; TRPC4 act: inactive; KCNQ1 act: inactive; TMEM16A inh: inactive; hERG rescue: -4; KCNQ1 block: inactive; KCNK9 block: inactive; TMEM16A act: inactive

Results for CCC(C)[C@@H](N)C(=O)N/N=C/c1cccc2nccnc12 (some centres not stated) ?
TRPC4 PAM: inactive; HDAC3 inhib: 2; TRPC4 act: inactive; KCNQ1 act: inactive; TMEM16A inh: inactive; hERG rescue: -9; KCNQ1 block: inactive; KCNK9 block: inactive

Results for COc1ccc(CN(C(=O)c2ccc(C)cc2)c2cccc(N)c2)cc1 ?
DYRK1A inh: 4; TRPC4 PAM: inactive; KCNK3 inh: inactive; HDAC3 inhib: -4; TRPC4 act: inactive; KCNQ1 act: inactive; TMEM16A inh: inactive; hERG rescue: -6; KCNQ1 block: inactive; KCNK9 block: inactive; TMEM16A act: inactive

What do the screens show for `Cc1cccc(NCC(=O)c2c(N)n(C)c(=O)n(C)c2=O)c1C`?
DYRK1A inh: 2; TRPC4 PAM: inactive; KCNK3 inh: inactive; HDAC3 inhib: 0; TRPC4 act: inactive; KCNQ1 act: inactive; TMEM16A inh: inactive; hERG rescue: -2; KCNQ1 block: inactive; KCNK9 block: inactive; TMEM16A act: inactive

What do the screens show for `CCCCn1c(=O)nc2n(-c3ccccc3)c3ccccc3cc-2c1=O`?
DYRK1A inh: 2; TRPC4 PAM: inactive; KCNK3 inh: inactive; HDAC3 inhib: -3; TRPC4 act: inactive; KCNQ1 act: inactive; TMEM16A inh: inactive; hERG rescue: -10; KCNQ1 block: inactive; KCNK9 block: inactive; TMEM16A act: inactive

Two entries drawn at random from the list so far, as already listed:
Results for CCCC(=O)Nc1nnc(SCC(=O)Nc2nc(C)cs2)s1 ?
TRPC4 PAM: inactive; KCNK3 inh: inactive; HDAC3 inhib: -2; TRPC4 act: inactive; KCNQ1 act: inactive; TMEM16A inh: inactive; hERG rescue: -4; KCNQ1 block: inactive; KCNK9 block: inactive; TMEM16A act: inactive

How did Cc1cc(=O)n2c(n1)NC(=NCc1ccccc1)NC2c1ccccc1 (configuration not stated) do in these assays?
TRPC4 PAM: inactive; KCNK3 inh: inactive; HDAC3 inhib: 7; TRPC4 act: inactive; KCNQ1 act: inactive; TMEM16A inh: inactive; hERG rescue: -8; KCNQ1 block: inactive; KCNK9 block: inactive; TMEM16A act: inactive

An excerpt (hit frequency here may not be typical).
